# Screens (PubChem BioAssay)
# MPTP inh = inhibitors of mitochondrial permeability transition pore; hit rate 1.4% among 360,000; AID 602449; inhibition, % at 10 µM; isolated mouse mitochondria, Ca2+ swelling absorbance, 30 min;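 active = inhibition of 50% or more, scaled per plate between neutral and stimulator controls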;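 also: 0% = DMSO wells given calcium and 100% = 1 mM EGTA wells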
# A3A deaminase = blocks human APOBEC3A ssDNA deamination; P31941; recombinant A3A, FAM/TAMRA ssDNA deamination fluorescence; inhibition, % at 20 µM; hit rate 0.41% among 330,000;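 active = at least 40% inhibition at 20 µM here, with at most 30% in a related deaminase screen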;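 also: plate controls were A3A with DMSO for no effect and wells lacking A3A enzyme for full effect; some results filed as inactive read as strong as hits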
# Target sequence (P31941 whole entry, looked up): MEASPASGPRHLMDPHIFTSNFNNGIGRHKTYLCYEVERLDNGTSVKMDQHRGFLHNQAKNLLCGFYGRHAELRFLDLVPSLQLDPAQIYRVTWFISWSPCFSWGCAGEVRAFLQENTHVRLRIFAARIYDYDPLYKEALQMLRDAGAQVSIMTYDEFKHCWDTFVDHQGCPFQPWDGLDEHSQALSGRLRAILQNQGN
# EBI2 block = antagonists of human EBI2 receptor; P32249; AID 651636; hit rate 0.81% among 360,000; EBI2 beta-arrestin recruitment, luminescence, 7a,25-OHC stimulated; inhibition, % at 5 µM; in the data active = inhibition above about 38%;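 also: enzyme fragment complementation signal reports receptor beta-arrestin coupling in cells; 0% = agonist plus DMSO wells and 100% = wells without agonist; some results beyond the cut were filed as inactive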
# Gli-Sufu antag = antagonists of Gli-Sufu signaling; hit rate 0.74% among 340,000; inhibition, % at 5 µM; Sufu-KO-LIGHT fibroblasts, Gli luciferase reporter luminescence;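 active = inhibition above about 55%, limit read from the data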;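 also: 0% = DMSO-treated cells and 100% = wells with medium but no cells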
# CXCR6 inh = inhibitors of human CXCR6 receptor; O00574; CHO-K1 PathHunter CXCR6 beta-arrestin, luminescence; inhibition, % at 20 µM; hit rate 0.36% among 360,000; in the data active = inhibition above about 34%, passing the limit was not always enough;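 also: antagonist mode with CXCL16 agonist at 10 nM final; 0% = 10 nM CXCL16 with DMSO and 100% = unstimulated wells without agonist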
# Target sequence (O00574 whole entry, looked up): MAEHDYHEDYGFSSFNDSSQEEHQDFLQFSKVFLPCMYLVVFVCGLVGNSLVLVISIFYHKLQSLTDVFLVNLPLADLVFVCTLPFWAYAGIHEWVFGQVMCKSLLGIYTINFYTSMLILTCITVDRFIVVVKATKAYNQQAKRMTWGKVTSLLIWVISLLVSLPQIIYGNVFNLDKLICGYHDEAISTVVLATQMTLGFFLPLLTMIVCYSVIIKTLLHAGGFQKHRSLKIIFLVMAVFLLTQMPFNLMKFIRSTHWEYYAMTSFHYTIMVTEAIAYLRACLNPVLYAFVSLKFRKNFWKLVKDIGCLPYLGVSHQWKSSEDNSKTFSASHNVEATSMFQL
# CCR6 antag = blocks CCL20-driven beta-arrestin recruitment at human CCR6 | inhibition, % at 20 µM | CHO-K1 CCR6 PathHunter beta-arrestin, luminescence, CCL20-stimulated | hit rate 0.49% among 340,000;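 active = compounds whose inhibition of the agonist-driven luminescence signal at 20 µM reaches about 50%, limit read from the data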;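 also: cells stimulated with CCL20 at 14 nM final; plate controls were DMSO with CCL20 for no effect and DMSO without agonist for full effect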
# Target sequence (P51684 whole entry, looked up): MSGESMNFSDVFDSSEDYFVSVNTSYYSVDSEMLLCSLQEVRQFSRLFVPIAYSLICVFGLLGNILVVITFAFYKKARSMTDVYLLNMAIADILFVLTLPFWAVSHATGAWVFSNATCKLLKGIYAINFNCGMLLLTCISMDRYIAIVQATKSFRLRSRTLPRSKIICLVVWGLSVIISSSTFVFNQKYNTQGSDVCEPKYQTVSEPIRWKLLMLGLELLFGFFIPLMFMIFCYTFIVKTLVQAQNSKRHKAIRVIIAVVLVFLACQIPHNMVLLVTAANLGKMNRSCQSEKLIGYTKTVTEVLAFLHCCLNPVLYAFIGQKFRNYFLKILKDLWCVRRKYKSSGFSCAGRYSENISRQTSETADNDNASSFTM
# APOBEC3G inh = APOBEC3G (human) deaminase inhibition. inhibition, % at 20 µM. hit rate 0.28% among 330,000. Q9HC16. recombinant A3G, ssDNA deamination FAM/TAMRA fluorescence;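 active = inhibition of at least 40% at 20 µM, with no more than 30% in the related APOBEC3A deaminase screen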;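 also: plate controls were DMSO wells with A3G for no effect and wells lacking A3G enzyme for full effect; some compounds called inactive have numbers as strong as hits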
# NR3A LBD binder = NR3A (human) ligand-binding domain modulation; NR3A LBD differential scanning fluorimetry, Tm shift; 0% = protein alone, 100% = glycine-bound protein; Tm shift relative to glycine control, % at 25 µM; AID 1259313; hit rate 2.5% among 340,000;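 active = melting temperature shift of at least 10% of the positive control shift, at one fixed dose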
# Active calls of the source: *; · = no result given.
SMILES,MPTP inh,A3A deaminase,EBI2 block,Gli-Sufu antag,CXCR6 inh,CCR6 antag,APOBEC3G inh,NR3A LBD binder
CC(C)(C)OC(=O)N(Cc1ccccc1)Cc1ccccc1OCc1cccc(NC(=O)C2CC2)c1,0.8,·,10,4,6,9,·,-3
Cc1ccc(-n2c(C)cc3c2CC(C)(C)CC3=O)cc1C,9.2,-2,6,2,-3,0,-6,-2
Cc1ccc(CCC(=O)Nc2ccc(Br)cc2)o1,1.9,-6,16,-7,-10,4,-1,2
NS(=O)(=O)c1ccc(NC(=O)COC(=O)CCCN2C(=O)c3cccc4cccc(c34)C2=O)cc1,-0.6,0,6,6,12,10,0,-8
CN(CC(=O)Nc1ccc(F)cc1)C(=O)c1ccncc1,0.7,2,-1,-18,3,-3,4,0
CCCC(=O)Nn1cnc2c(c1=O)C1(CCCCC1)Cc1ccccc1-2,2.5,1,14,-2,-2,-9,-2,-2
Cc1c(Br)c([N+](=O)[O-])nn1CC(=O)Nc1nccs1,-3.2,-7,-4,4,0,5,-9,6
CC(C)(C)C(=O)NC1CCN(S(=O)(=O)c2cccc(C(F)(F)F)c2)CC1,-1.1,0,1,5,-10,9,-2,-1
COc1ccc(/C=N/NC(C)(C)C)c(OC)c1,1.2,-2,-6,27,-2,-1,-2,3
Cc1nc(CC(C)C)cc(C(=O)N2CCCC(CNS(=O)(=O)c3cccs3)C2)n1 (centres undefined),1.2,2,1,-3,-5,11,2,-14
CCCCn1c(N)c(N(CC(C)C)C(=O)c2ccc(S(=O)(=O)N3CCCCCC3)cc2)c(=O)[nH]c1=O,-0.9,-1,10,35,0,-8,-7,2
Cc1ccccc1C(=O)NC(C)C1CC2CCC1C2 (centres undefined),-0.9,0,-9,12,-4,5,-5,-1
COCCOC(=O)CSc1ncccc1-c1nc2cc(C)c(C)cc2[nH]1,0.5,-1,7,-39,-4,1,-1,-2
Cc1cccc2cc3c(NC(=O)c4ccccn4)nn(C)c3nc12,-2.3,-2,-46,23,0,-1,-5,-2
Cc1nc2ccccc2c(=O)n1CC(=O)N1CCOCC1,3.0,-10,-11,0,-4,4,-2,1
O=C(CSc1ccc(-c2ccc(F)cc2)nn1)NCC1CCCO1 (centres undefined),0.3,-5,2,9,-4,-6,-9,0
O=c1c2ccccc2nc2ccc(NCc3ccco3)nn12,0.3,12,-6,17,12,8,7,-1
Clc1cccc(-c2nnc(SC/C=C/c3ccccc3)n2Cc2ccco2)c1,0.0,-7,45*,-3,12,16,-7,5
COc1cc(C(=O)NCCCOC(C)C)ccc1OC1CCN(C(C)=O)CC1,3.0,-1,-7,4,3,0,-6,1
CCN(CC(=O)Nc1c(F)cccc1F)C(=O)c1ccc2c(c1)S(=O)(=O)N=C1CCCCCN12,-0.4,1,-1,-6,2,8,-1,2
O=S1(=O)N=C(N/N=C/C=C/c2ccccc2)c2ccccc21,-0.7,1,0,-2,8,21,-5,-7
O=C(C1=C[C@H](C2CC2)C[C@H](OCCCCO)O1)N1CCOCC1,1.0,-7,-3,0,4,5,-9,0
O=C1c2ccccc2C(=O)N1CCOc1ccc(F)cc1,1.5,-5,12,-47,2,27,-7,-3
Cc1ccc(NC(=O)CSc2nnc(C3CC3)n2C)cc1S(=O)(=O)N1CCCCC1,-0.3,1,-10,6,-9,-17,-13,0
CCn1ccc(C(=O)Nc2ccccc2SC)n1,-1.1,-5,5,-21,1,6,-5,-1
CC(C)c1c(O)nc(SCCC(=O)O)[nH]c1=O,-0.1,-1,-9,7,3,-12,-4,0
Cc1ccc(Oc2nnc(-c3cccs3)c3ccccc23)cc1,-0.8,-1,-20,11,3,27,-1,-1
COc1ccc(-c2nc(N3CCCC3)[nH]c(=O)c2C#N)cc1,-1.2,-4,1,5,1,3,-3,-1
Cc1nonc1NC(=O)CSc1nc2cc(Cl)ccc2c2c1CCCC2,4.5,-2,30,12,8,4,-5,1
COc1ccc(OCC(=O)Nc2ccc(NC(=O)c3ccco3)c(C)c2)cc1,-0.1,1,-9,7,-5,9,6,-19
S=C(Nc1ccc(Cl)cc1)N(CCCN1CCOCC1)Cc1cccs1,0.3,-3,6,10,-2,2,0,1
COC(=O)NCc1cccc(CNC(=O)OC)c1,5.1,-3,4,-9,-1,3,-4,0
C=CCCCN(Cc1ccccc1)S(=O)(=O)c1ccccc1Br,-0.2,-2,8,4,-4,22,-12,-3
CN(Cc1ccc(-n2cccn2)cc1)Cc1nc(-c2cnccn2)no1,-0.8,4,5,15,2,0,2,2
O=C(O)Cn1c(SC2CCCCC2)nc2ccccc21,-1.5,-1,-4,-1,-4,10,-3,2
O=C(Nc1ccc(N2CCOCC2)cc1)c1ccc([N+](=O)[O-])o1,-1.4,0,-2,-47,-23,-31,-7,-1
CCc1ccccc1NC(=O)CN1CCN(C(=O)CCC(=O)N2CCC(c3ccccc3)=N2)CC1,0.5,-4,-8,0,8,5,-10,1
CCOC(=O)CCn1nc(-c2ccc(C)cc2)c2ccccc2c1=O,2.7,0,10,7,0,9,-13,0
COc1ccc(OCC(=O)N/N=C(\C)c2cccs2)cc1,-0.4,-1,-11,-3,-1,-6,-4,0
CCCCn1c(C)cc(C)c(S(=O)(=O)c2ccccc2C)c1=O,-1.8,0,18,1,2,25,-1,3
O=C(N/N=C/c1ccncc1)c1ccc(OCc2ccccc2)cc1,0.8,-2,-4,5,-10,8,-3,-6
O=C(Nc1nccs1)c1ccc(COc2c(F)c(F)cc(F)c2F)cc1,2.4,2,-5,-16,-3,-13,-4,2
COc1ccc(NC(=O)CN(C)C2CCCCC2)cc1Cl,0.9,1,1,13,-7,15,-2,-2
Cc1ccc(S(=O)(=O)N(C)CC(=O)NCCCn2nc(C)cc2C)cc1,-0.6,2,2,-10,-2,-7,-1,13*
COc1cc([N+](=O)[O-])ccc1NC(=O)NNC(=O)CCc1ccccc1,0.3,0,-7,-1,2,-8,1,-22
Cc1nc(SCC(=O)N(CC(C)C)C2CCS(=O)(=O)C2)c2c(C)c(C)sc2n1 (centres undefined),-0.8,-4,-7,16,-7,-14,-11,0
CN(C1=NC(=O)CS1)c1ccc(O)cc1,-1.4,8,1,1,11,9,-2,0
CCOc1ccc(/C=N/NC(=S)NC2CC3CC2C2C=CCC32)cc1 (centres undefined),6.5,-4,36,9,6,11,-4,2
COc1ccc(N(CC(=O)NC2CCCC2)C(=O)Cn2nnc(-c3ccc(C)cc3)n2)cc1OC,-1.3,-9,6,0,-1,-12,-11,1
O=C(NC1CCCCCC1)C1CCN(S(=O)(=O)c2ccccc2)CC1,0.4,-2,-1,-8,-4,-8,-2,-3
CCNC(=O)CN(c1ccccc1OC)S(=O)(=O)c1cccs1,-0.8,-1,-6,-1,-4,10,-9,0
CCOc1ccc(CCNC(=O)C2CCN(C(=O)N(C)C)CC2)cc1OCC,-1.7,-5,-8,6,-11,-5,-2,-1
Nc1nc(C2CC2)c(Sc2sc(N)nc2C2CC2)s1,-1.2,-1,12,-1,-25,8,4,-13
CCOC(=O)C1Cc2c([nH]c3ccccc23)C(C)N1 (centres undefined),1.0,-7,-6,3,6,3,-5,-5
CCc1nc(C)cn1S(=O)(=O)c1cc(F)ccc1OC,-2.6,-1,-1,2,-5,13,-4,0
CC(=O)C[C@@H](O)CC(=O)[C@@H]1OC(=O)[C@@H](C)CCCCc2ccccc21,-0.5,-6,-10,-4,10,7,-5,3
O=C(COC(=O)c1nc(Cl)ccc1Cl)Nc1ccc(Cl)cc1,-0.2,1,-6,-2,4,4,-5,-6
CN(CC(=O)NCc1ccncc1)S(=O)(=O)c1ccc(F)cc1,-0.7,1,0,7,-2,-13,9,-2
CC(=O)c1ccc(Nc2nc(=O)c3cccnc3s2)cc1,-1.1,-3,3,10,3,13,-4,3
O=C(NN1C(=O)C2C3C=CC(C3)C2C1=O)c1cccc(Cl)c1 (centres undefined),-0.1,0,-3,-24,3,-5,-3,-1
# Following part
SMILES,MPTP inh,A3A deaminase,EBI2 block,Gli-Sufu antag,CXCR6 inh,CCR6 antag,APOBEC3G inh,NR3A LBD binder
COc1ccc(CNC(=O)C/C(C)=N/NC(=O)COc2cccc(C)c2)cc1,-0.8,-1,-5,-8,3,3,-4,0
Cc1cccc(NS(=O)(=O)c2ccc(NC(=O)N3CCCCC3)cc2)c1,1.1,-4,-8,13,-6,5,-5,-4
O=C(Cn1ccc([N+](=O)[O-])n1)c1ccccc1,-1.0,4,-5,51,3,9,-3,0
CCCN(CCC)S(=O)(=O)c1ccc(Cl)c([N+](=O)[O-])c1,0.5,-2,7,1,-4,2,-5,-1
CCOC(=O)[C@H]1[C@H]2COc3ccc(Cl)cc3[C@@H]2N2C(=O)c3ccc(F)cc3NC(=O)[C@@]12C,0.2,0,-2,4,8,15,-7,3
COc1ccc(NC(=O)c2cc(-c3ccc4c(c3)OCO4)on2)cc1,1.9,-1,5,-17,0,8,3,-1
CN(C)/C=C(\C#N)C(=O)Nc1ccc(F)cc1,-0.3,-5,-10,-11,-3,-3,-7,2
CCOC(=O)CNc1nc(Cl)c(C#N)s1,-1.2,-2,-7,3,12,3,-4,1
CCOC(=O)c1sc(NC(=O)CSc2nccc(C)n2)c(C#N)c1C,-1.1,1,6,-7,8,6,-3,6
O=C(NCc1cccc2ccccc12)c1cccs1,0.7,-1,-3,-29,-7,1,-2,0
O=C1c2ccccc2C(Nc2ccc(S(=O)(=O)N3CCCCCC3)cc2)N1c1ccccn1 (centres undefined),0.2,4,19,6,4,20,14,-3
COc1ccc(S(=O)(=O)N(CCc2ccccc2)CC(=O)O)cc1OC,0.4,-2,-7,5,-7,-7,-7,-1
Brc1cnc(N2CCOCC2)nc1N1CCCCC1,2.6,-3,0,0,-8,4,2,2
NC(=NC1CCCCC1)c1ccc(Cl)cc1,0.2,3,0,29,12,-4,2,-4
COc1ccc(C(=O)COC(=O)c2sc(C)nc2C)cc1Cl,-0.1,4,8,-2,3,13,-4,-5
O=C(CSc1nc2cc(Cl)c(Cl)cc2[nH]1)c1ccc2c(c1)OCO2,78*,-2,-7,-1,-28,-3,-9,17*
O=C(Nc1cccc(Br)c1)c1cc2ccccc2o1,22,3,12,-62,-10,-7,2,32*
CCCCc1ccc(-c2ccc(Br)cc2)nc1,1.6,-7,12,-91,0,12,-7,1
Cc1ccc(SCC(=O)Nc2cc(S(=O)(=O)N3CCCCC3)ccc2C)cc1,-0.2,-3,16,-2,1,14,-8,-1
CC(C)(C)C1=C(C#N)C(c2ccc3c(c2)OCO3)C(C#N)=C(N)O1 (centres undefined),-0.3,-1,-17,5,6,-17,7,0
Cc1ccc(CS(=O)(=O)CCC(=O)NCCCOC(C)C)cc1,-1.3,-4,-11,0,-5,-6,-4,-1
Cc1ccc(S(=O)(=O)N/N=C\c2ccc3c(c2)OCO3)c(C)c1,1.2,12,-13,1,1,7,0,-2
COc1ccc(S(=O)(=O)N(C)C[C@H]2Oc3ccc(NC(=O)CCC(F)(F)F)cc3C(=O)N([C@H](C)CO)C[C@@H]2C)cc1,-0.9,0,-6,6,-4,2,-1,5
COc1ccccc1NC(=O)c1c(C)oc2c1CCCC2,-2.9,0,7,3,-9,20,2,2
NC(=O)C1CCN(C(=O)CN(c2ccc3c(c2)OCCO3)S(=O)(=O)c2ccccc2)CC1,-1.2,0,-10,-16,-1,3,-4,-1

# 4 structures already listed, ordered by molecular weight, smallest number first:
SMILES,MPTP inh,A3A deaminase,EBI2 block,Gli-Sufu antag,CXCR6 inh,CCR6 antag,APOBEC3G inh,NR3A LBD binder
O=C(Nc1cccc(Br)c1)c1cc2ccccc2o1,22,3,12,-62,-10,-7,2,32*
CC(C)(C)C1=C(C#N)C(c2ccc3c(c2)OCO3)C(C#N)=C(N)O1 (centres undefined),-0.3,-1,-17,5,6,-17,7,0
Cc1ccc(CS(=O)(=O)CCC(=O)NCCCOC(C)C)cc1,-1.3,-4,-11,0,-5,-6,-4,-1
COc1ccc(S(=O)(=O)N(C)C[C@H]2Oc3ccc(NC(=O)CCC(F)(F)F)cc3C(=O)N([C@H](C)CO)C[C@@H]2C)cc1,-0.9,0,-6,6,-4,2,-1,5
